LDHA block: LDHA (human) enzyme inhibition. purified LDHA, NADH/diaphorase-resazurin fluorescence; hits give low values. activity change, % (values are at about 110 or 230 µM). 480,000 compounds, 0.15% hits; in the data active means activity change below about -30%;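 further: plate controls were DMSO wells for no effect and wells without enzyme for full effect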
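Remaining NADH was detected by diaphorase (0.133 mg/mL) converting 37 µM resazurin to fluorescent resorufin, read at 0 and 20 minutes. The preceding 5-minute room-temperature reaction used 2 nM LDHA, 0.2 mM sodium pyruvate and 0.06 mM NADH at pH 7.4.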
* hit, by the source's call. A portion of the library; the hit share may differ from the screen's.

SMILES | LDHA block
CCCNS(=O)(=O)c1cccc2cc(C)cnc12 | 0
CCCCCCCCCCC(=O)c1ccc(Cl)cc1 | 9
CCOc1ccccc1Oc1coc2cc(OC(=O)c3ccccc3F)ccc2c1=O | 1
Cn1cnc2c1c(=O)n(CC(=O)NC1CC1)c(=O)n2C | 3
CN(C)S(=O)(=O)c1cccc(C(=O)/C=C/c2cc(-c3cccs3)cs2)c1 | 4
CC1(C)OC(=O)C2=C(C[C@@H](CCc3ccccc3)O[C@@H]2c2ccc(Cl)cc2)O1 | 1
CCS(=O)(=O)Nc1cccc(C2=NN(S(=O)(=O)c3ccccc3)C(c3ccccc3C)C2)c1 (stereo not drawn) | -24
O=C(Cc1c(F)cccc1Cl)NCCC12CC3CC(CC(C3)C1)C2 | -6
COC(=O)C12CC3CCC(CC(C(=O)OC)(C1)C3=O)C2=O | 6
COc1ccc2c(C)cc(SCC(=O)NC(C)c3ccccc3)nc2c1 (stereo not drawn) | -19
COCCNC(=O)CSCc1nc(-c2ccc(OC)c(OC)c2)oc1C | -3
O=C(O/N=C1\CCCc2oc3c(c21)CCCC3)c1ccc(Cl)cc1 | 10
CCCCCCN1CCN(C2CN(Cc3cn(CCCCCC)nn3)S(=O)(=O)C2)CC1 (stereo not drawn) | 1
O=C(N[C@@H]1C[C@H]2CC[C@@H]1C2)c1c(Cl)cccc1Cl | 7
COc1ccccc1NC(=O)COc1ccc(C)cc1-n1cnnc1 | 10
CC(C)c1nc(OCC(=O)NCc2ccccc2)c(C#N)c2c1CCCC2 | 13
Cc1ccc(NC(=O)C2CCCN(c3cnc4ccccc4n3)C2)c(C)c1 (stereo not drawn) | 5
CC(C)(C)c1ccc(-c2nc(C#N)c(NCc3ccco3)o2)cc1 | 3
Cc1ccc(Nc2cc(C)nc(NCc3ccccc3)n2)c(C)c1 | 7
Cn1c(NC(=O)c2ccco2)c(-c2cccc(C(F)(F)F)c2)c(=O)c2ccccc21 | 13
CC(C)[C@@H]1Cc2[nH]n(C)c(=O)c2[C@H](c2ccc(Cl)cc2)O1 | -3
COc1ccc(Br)cc1COC(=O)c1ccc(OC)c(OC)c1OC | 2
COc1cc(C(=O)N(C)Cc2ccccc2)ccc1OCc1ccccc1 | 14
COC(=O)C[C@@H]1CC[C@@H](NC(=O)NC2CCCC2)[C@@H](CO)O1 | -2
CC(OC(=O)/C=C/c1cccc2cccnc12)C(=O)NC1(C#N)CCCCC1 (stereo not drawn) | 1
COc1cc(F)c(S(=O)(=O)N2CCN(S(=O)(=O)c3cccc(NC(C)=O)c3)CC2)c(F)c1 | -6
CC(C)N1CCc2c(sc(NC(=O)C(F)F)c2-c2nc3ccccc3s2)C1 | 9
COc1ccccc1Nc1nc2ccccc2nc1NS(=O)(=O)c1ccc(Cl)s1 | -11
Cc1cc(Cl)ccc1OCC(=O)OCC(=O)c1ccc(Cl)cc1 | -1
O=C1CC(c2ccc3c(c2)OCO3)c2c(c3ccccc3[nH]c2=O)O1 (stereo not drawn) | 9

Continued; the last seven above are carried over.
SMILES | LDHA block
COC(=O)C[C@@H]1CC[C@@H](NC(=O)NC2CCCC2)[C@@H](CO)O1 | -2
CC(OC(=O)/C=C/c1cccc2cccnc12)C(=O)NC1(C#N)CCCCC1 (stereo not drawn) | 1
COc1cc(F)c(S(=O)(=O)N2CCN(S(=O)(=O)c3cccc(NC(C)=O)c3)CC2)c(F)c1 | -6
CC(C)N1CCc2c(sc(NC(=O)C(F)F)c2-c2nc3ccccc3s2)C1 | 9
COc1ccccc1Nc1nc2ccccc2nc1NS(=O)(=O)c1ccc(Cl)s1 | -11
Cc1cc(Cl)ccc1OCC(=O)OCC(=O)c1ccc(Cl)cc1 | -1
O=C1CC(c2ccc3c(c2)OCO3)c2c(c3ccccc3[nH]c2=O)O1 (stereo not drawn) | 9
Cc1nc2sccn2c1-c1csc(Nc2ccccc2Cl)n1 | 9
CC(=O)c1cnn(-c2cc(Nc3ccc(F)cc3F)nc(C)n2)c1C | -1
CCOC(=O)C1C(=O)CC(=O)C(C(=O)OCC)C1c1ccccc1 (stereo not drawn) | 12
CCC(c1nc2ccccc2[nH]1)n1c(=O)c(-c2ccccc2)nc2ccccc21 (stereo not drawn) | -2
Cc1ccc2c(CN3CCN(CCc4ccccn4)CC3)cc(=O)oc2c1 | 0
Cc1ccc(C)c(CSc2nnc(C(N)Cc3ccccc3)o2)c1 (stereo not drawn) | -10
O=C(Cc1ccc([N+](=O)[O-])cc1)Nc1ccc2oc(C3CC3)nc2c1 | 7
CCn1nc(C(=O)Nc2cccc(S(=O)(=O)NC3=NCCC3)c2)c2ccccc2c1=O | -3
O=C(c1ccc(F)cc1)N(C1CCCC1)C1CC1 | 1
O=C(CN1C(=O)S/C(=C\c2ccc(F)cc2)C1=O)Nc1ccc2oc(=O)ccc2c1 | 3
CCOC(=O)c1cc2n(n1)CC(C)(C(=O)NCCC(C)C)N(c1cccc(Cl)c1C)C2=O (stereo not drawn) | 0
Cc1ccc(-c2nc(CS(=O)(=O)CC(=O)NCCCSC3CCCCC3)c(C)o2)cc1 | 1
O=c1cc(CSc2nnc(-c3ccccc3)o2)nc2sc(C3CC3)nn12 | 0
Cc1ccc(Cn2ncc3c2NC(=O)CC32C(=O)Nc3c(Cl)cccc32)cc1 (stereo not drawn) | -9
CCN(CC(=O)Nc1ccccc1OC)C(=O)c1cc(=O)c2cc(C)ccc2o1 | 4
COc1cc(-c2c(C(=O)c3ccccc3)[nH]c(N)c2C(N)=O)ccc1F | 3
CN(Cc1ccccc1NC(=O)Cc1ccc(C(F)(F)F)cc1)C1CCCCC1 | 1
COc1ccccc1CNC(=O)Nn1cnc2ccccc21 | -5
CCCNC(=O)NNC(=O)c1cn(C)c2ccccc12 | 4
Nc1cccc(-c2ccc(Cl)c(Cl)c2)c1 | 4
Cc1cccc(C(=O)N/N=C/c2ccc(N(C)C)cc2)c1 | 10
CC(=O)c1ccccc1NC(=O)CSc1nc(C2CC2)n(-c2ccccc2)n1 | 2
NS(=O)(=O)c1ccc(NC(=O)C2CCn3c(C(=O)c4ccccc4)ccc32)cc1 (stereo not drawn) | 0
COC(=O)C1=CN(c2ccc(F)cc2)C(N)=C(C#N)C1c1ccc(-c2ccccc2)cc1 (stereo not drawn) | -4
C[C@@H](NC(=O)[C@@H]1CCCN1C(=O)[C@@H]1CCCN1C(=O)c1cccs1)c1ccccc1 | -3
O=c1cc(CN2CCN(Cc3ccccc3)CC2)c2cc(Cl)c(O)cc2o1 | -6
COCCNC(=O)NC(=O)CN(C)CCCc1ccccc1 | 0
Cc1[nH]c2ccc(C(=O)OC(C)C(=O)N3CCOCC3)cc2c1C (stereo not drawn) | 15
Cc1ccc(CNc2nc3c(c(=O)n(C)c(=O)n3C)n2Cc2cccc3ccccc23)cc1 | -7
CSc1ccccc1NC(=O)c1ccc(F)c(F)c1 | -18
CN1CCc2c(sc(NC(=O)Nc3ccc(Cl)cc3)c2C(N)=O)C1 | 0
CC(=O)Nc1ccc(NC(=O)C(C)Cl)cc1 (stereo not drawn) | 14
COCCNC(=O)NC(=O)COC(=O)c1ccc(COc2ccc3c(C)cc(=O)oc3c2)cc1 | -5
CCCCCCOc1ccc(-c2ccc(C(=O)O)cc2)cc1 | 1
O=C(NCc1ccco1)c1ccc(C#Cc2ccccc2)cc1 | 8
Fc1ccc(/C=N/Nc2ccc(Cl)cc2)cc1F | -5
CCOc1ccc(-c2nc(CSc3nc4c(=O)[nH]cnc4n3C)c(C)o2)cc1OC | 4
O=S(Cc1ccc(Cl)cc1)Cc1c(F)cccc1Cl (stereo not drawn) | -16
CCCCNc1nc2ccccc2nc1NS(=O)(=O)c1ccccc1 | -15
CCn1nc(C(=O)Nc2cccc(C(=O)Nc3ccncc3)c2)c2ccccc2c1=O | 3
O=C(CCl)NC(NC(=O)CCl)c1ccccc1 | -3
CC1C=CC2C(=O)N(CC(F)(F)F)C(=O)C2C1C(=O)O (stereo not drawn) | 7
CCOC(=O)CNC(=O)NCc1cccn1Cc1c(C)cc(C)cc1C | -2
CCN1CCN(c2ccc(NC(=O)c3cc(OC)cc(OC)c3)cc2Cl)CC1 | -6
Cc1nc2ccc(C(=O)NC3CC(C)(C)NC(C)(C)C3)cc2nc1C | 3

Arranged by heavy-atom count (ascending): some entries from above
SMILES | LDHA block
CCOC(=O)C1C(=O)CC(=O)C(C(=O)OCC)C1c1ccccc1 (stereo not drawn) | 12
CCCCNc1nc2ccccc2nc1NS(=O)(=O)c1ccccc1 | -15
CCn1nc(C(=O)Nc2cccc(S(=O)(=O)NC3=NCCC3)c2)c2ccccc2c1=O | -3
Cc1ccc(CNc2nc3c(c(=O)n(C)c(=O)n3C)n2Cc2cccc3ccccc23)cc1 | -7

Going on with the list:
SMILES | LDHA block
CCCOc1ccc(NC(=O)C2(C)CC2(Cl)Cl)cc1OCCC (stereo not drawn) | -1
CCOC(=O)CSc1nc2c(c(=O)[nH]c(=O)n2C)n1Cc1ccc(Cl)cc1 | 8
COc1ccc(C2C(C#N)=C(SCC(=O)Nc3cccc(F)c3)NC3=C2C(=O)CC(C)(C)C3)cc1 (stereo not drawn) | 0
CCCC/C(=N/NC(=S)Nc1cccc(C)c1)c1ccccc1 | -8
CNC(=O)Cc1ccc(NC(=O)C2CCCC2)cc1 | -3
Cc1cc(C)c(C(C)NC(=O)Cn2nnn(-c3ccccc3)c2=O)cc1C (stereo not drawn) | -12
COc1cccc(CNC(=O)C2CCN(c3nc4c(C)cc(C)cc4s3)CC2)c1 | -2
N#Cc1cccnc1NCCc1coc(-c2ccc(F)cc2)n1 | -3
COc1ccc(CNC(=O)c2sc(NC(C)C)nc2C)cc1 | -1
Cc1ccc(-c2n[nH]c(-c3ccc(C)cc3)c2C)cc1 | 2
N#CC1(C(=O)Nc2cnc3ccccc3c2)CCCC1 | -5
CCOCCCNCc1ccc(C(C)C)cc1 | -1
O=C(COc1ccc2c(=O)c(Oc3ccc(F)cc3)coc2c1)NCc1ccc(F)cc1 | -1
COc1ccccc1NC(=O)/C(C#N)=C/c1coc2ccc(C)cc2c1=O | 0
CC(=O)Nc1ccc(N2C(=O)C(=O)/C(=C(/O)c3ccc(Cl)cc3)C2c2ccc(Cl)cc2)cc1 (stereo not drawn) | 4
COc1ccccc1-c1cc(C(=O)O)c2cc(C)cc(C)c2n1 | -1
CCOC(=O)C1=C(C)NC(=O)C1(NC(=O)c1ccc(OC)c(OC)c1)C(F)(F)F (stereo not drawn) | 0
COc1cccc(C(=O)Oc2ccc(C)c(C)c2)c1 | 3
CC(CCc1ccccc1)NC(=O)CSc1nc2cc(Cl)ccc2s1 (stereo not drawn) | 2
Cc1cc(I)c2[nH]c(-c3ccccc3)c(-c3ccccc3)c2c1 | 8
Cc1cc(C)c(C)c(SC(C)C(N)=O)c1C (stereo not drawn) | 1
CC(=O)N1CCc2cc(NC(=O)CNc3ccccc3OC(F)F)ccc21 | -9
Cc1c(C)c2cc(Cl)c(OC(C)C(=O)NCc3ccccn3)cc2oc1=O (stereo not drawn) | 7
COc1ccccc1OCC(=O)c1c(C)[nH]c2ccccc12 | -3
Cc1ccc(-n2cc3c(c2-c2ccccc2)c(=O)n(C)c(=O)n3C)c(C)c1 | 20
COc1ccc(Oc2coc3cc(OC(=O)c4ccc(Br)cc4)ccc3c2=O)cc1 | 3
CCCOC(=O)c1ccc(NC(=O)COc2cc(C)c(Cl)c(C)c2)cc1 | 1
CN(C)C(=O)c1ccc(CNc2nc3ccccc3o2)cc1 | -6
O=C(NC12CC3CC(CC(C3)C1)C2)c1ccc2c(c1)CCC2 | 5
CC1CCN(C(=O)C2CCN(C(=O)c3ccc(C#N)cc3)CC2)CC1 | 1

Some of the entries so far, with each value named:
SMILES: COc1ccc(Oc2coc3cc(OC(=O)c4ccc(Br)cc4)ccc3c2=O)cc1
- LDHA block: 3
SMILES: CCCOC(=O)c1ccc(NC(=O)COc2cc(C)c(Cl)c(C)c2)cc1
- LDHA block: 1

More results follow.
SMILES | LDHA block
CCOc1ccc(C(=O)Nc2cc(C)ccn2)c(OCC)c1 | 0
CC(C)=CC1C=C(C)C(C)C(c2ccccc2)C1C(=O)c1ccccc1 (stereo not drawn) | 7
Cc1ccc(Nc2nc(N3CCN(CCO)CC3)nc3c2cnn3-c2ccccc2)cc1 | 4
O=C(Cn1ccc2ccc(Cl)cc21)N1CCOCC1 | -15
COCCNC(=O)CS(=O)(=O)Cc1nc(-c2ccccc2C)oc1C | -3
CCCCCn1nc(C(=O)NCC2CCOC2)c2ccccc2c1=O (stereo not drawn) | -2
Cc1ccc2nc(/C(C#N)=C\c3ccc(C)s3)[nH]c2c1 | -4
CCN(CC)Cc1ccc(CNC(=O)/C=C/c2cccs2)cc1 | 1
Cn1c(SCc2cc(Cl)c3c(c2)OCCO3)nnc1-c1cccnc1 | 2
COCCn1cnnc1SCCOc1ccc(Cl)cc1 | -3
COc1ccc(C2c3c(N)nc(CCCc4ccccc4)nc3Oc3ccc4ccccc4c32)cc1OC (stereo not drawn) | 1
CCCCN1C(=O)C(CC(=O)NCc2cccc3ccccc23)CC(C(=O)N2CCCCCC2)=C1C (stereo not drawn) | -5
CCOC(=O)N1CCc2c(sc3c2C(=O)NC(c2ccc(OC)cc2)N3)C1 (stereo not drawn) | -1
CC1CSc2ccc(S(=O)(=O)N3CCN(c4ccccc4F)CC3)cc2NC1=O (stereo not drawn) | 0
Cc1ccc2c(c1)-c1onc(C(=O)Nc3cc(-c4cccc(F)c4)no3)c1CO2 | -5
O=C(O)c1cccc(-c2ccc(F)cc2)c1 | -4
COc1ccc(NC(=O)C(C)n2nc(C(=O)O)c3ccccc3c2=O)cc1 (stereo not drawn) | -5
Cc1ccccc1CN1CCN(C(=O)c2cc3ccc(F)cc3nc2C)CC1 | -1
Cc1cc(C)c(NC(=O)Cn2cnc3c2c(=O)n(C)c(=O)n3C)c(Cl)c1 | 14
CCCc1c(C(=O)OCC)nnc2c(-c3ccc(Cl)cc3)c(C)nn12 | 5
